MMP-13 inhibitor: human MMP13 inhibitors, primary screen, biochemical, FRET peptide cleavage. Collagenase 3 (Homo sapiens), P45452. MMP-13 fTHP FRET cleavage, Mca fluorescence. inhibition, % at 4 µM. 65,000 tested, 0.07% active. AID 570, 2006;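 active = inhibition above the mean of compound-free control plate wells plus 3 SD, cut at about 14% in these data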;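 also: 0% = DMSO wells and 100% = wells with reference MMP-13 inhibitor after basal subtraction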
PKA inh: inhibitors of human PKA kinase activity, primary screen, biochemical, ATP-depletion luminescence, Kemptide substrate | inhibition, % at 6 µM | AID 524, 2006 | cAMP-dependent protein kinase catalytic subunit alpha (Homo sapiens), P17612 | PKA Kemptide phosphorylation, Kinase-Glo ATP luminescence | 65,000 tested, 0.1% active;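 active = inhibition above the screen-wide mean inhibition plus 3 SD, cut at about 21% in these data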; also: many of its hits are not listed in these tables
JNK3 blocker: JNK3 kinase activity inhibitors, primary screen, biochemical, human, purified enzyme. Mitogen-activated protein kinase 10 (Homo sapiens), P53779. 60,000 tested, 0.61% active. HTS. AID 746, 2007. inhibition, % at 8 µM; in the data active = inhibition above about 17%;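 also: 0% = DMSO and 100% = reference inhibitor; many of its hits are not listed in these tables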
ROCK2 inh: inhibitors of human ROCK2 kinase, primary screen, biochemical, high-throughput, luminescence; inhibition, % at 6 µM; purified ROCK2, Kinase-Glo ATP depletion luminescence; 60,000 tested, 0.35% active;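 active = inhibition above the screen-wide mean inhibition plus 3 SD, cut at about 18% in these data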;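 also: plate controls were DMSO wells for no effect and Y-27632 control wells after no-enzyme background subtraction for full effect; many of its hits are not listed in these tables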
Target sequence (O75116 whole entry, looked up): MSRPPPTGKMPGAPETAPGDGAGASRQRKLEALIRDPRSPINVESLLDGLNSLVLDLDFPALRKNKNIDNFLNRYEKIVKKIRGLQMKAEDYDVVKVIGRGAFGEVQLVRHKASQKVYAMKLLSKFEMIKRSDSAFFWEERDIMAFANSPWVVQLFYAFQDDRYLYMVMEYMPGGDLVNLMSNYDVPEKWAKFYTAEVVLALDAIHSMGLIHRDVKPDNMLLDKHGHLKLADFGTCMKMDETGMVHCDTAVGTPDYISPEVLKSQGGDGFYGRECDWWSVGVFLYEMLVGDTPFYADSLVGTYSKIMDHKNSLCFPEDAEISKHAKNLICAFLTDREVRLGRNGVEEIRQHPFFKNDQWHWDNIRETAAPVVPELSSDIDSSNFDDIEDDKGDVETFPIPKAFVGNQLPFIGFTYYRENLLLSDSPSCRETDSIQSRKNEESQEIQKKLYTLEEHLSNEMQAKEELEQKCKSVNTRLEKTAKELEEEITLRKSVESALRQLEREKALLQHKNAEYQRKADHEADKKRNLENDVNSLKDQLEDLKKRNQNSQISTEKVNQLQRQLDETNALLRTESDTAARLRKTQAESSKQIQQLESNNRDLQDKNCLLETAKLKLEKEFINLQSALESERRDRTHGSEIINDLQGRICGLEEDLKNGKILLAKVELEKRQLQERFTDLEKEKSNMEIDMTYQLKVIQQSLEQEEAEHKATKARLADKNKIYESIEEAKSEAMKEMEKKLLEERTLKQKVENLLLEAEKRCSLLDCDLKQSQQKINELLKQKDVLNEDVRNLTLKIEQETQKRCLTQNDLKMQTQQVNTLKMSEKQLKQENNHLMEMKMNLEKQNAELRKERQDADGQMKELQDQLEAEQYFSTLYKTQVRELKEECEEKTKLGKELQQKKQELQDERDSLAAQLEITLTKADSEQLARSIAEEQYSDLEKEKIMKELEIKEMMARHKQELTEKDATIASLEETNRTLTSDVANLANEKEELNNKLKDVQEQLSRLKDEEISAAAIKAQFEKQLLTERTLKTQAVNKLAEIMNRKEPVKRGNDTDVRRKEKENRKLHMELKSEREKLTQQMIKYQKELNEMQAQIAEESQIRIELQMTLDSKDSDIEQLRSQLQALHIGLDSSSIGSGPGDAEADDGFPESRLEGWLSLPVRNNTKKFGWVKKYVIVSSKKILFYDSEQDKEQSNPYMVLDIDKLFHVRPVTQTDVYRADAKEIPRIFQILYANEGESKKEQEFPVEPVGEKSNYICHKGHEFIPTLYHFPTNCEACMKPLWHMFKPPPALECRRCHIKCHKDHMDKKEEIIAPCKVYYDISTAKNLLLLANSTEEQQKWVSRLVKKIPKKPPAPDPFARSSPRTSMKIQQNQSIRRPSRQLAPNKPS
A340 absorber: compound light absorbance at 340 nm, profiling panel, artefact control, biochemical, MLSMR library, data from PS, PMK, MK assays. compound absorbance at 340 nm, fold over control. fold change at 10 µM. 65,000 tested, under 10 active;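 active = at 10 µM dose, initial 340 nm absorbance at least 2 fold that of control wells; inactive = change under 2 fold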;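 also: initial absorbance extrapolated from kinetic A340 decline of NADH oxidation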
NADH coupling: inhibitors of PK/LDH coupling enzymes, profiling panel, artefact control, biochemical, MLSMR library. coupled PK/LDH NADH assays, four targets. IC50, µM (highest dose often 10 µM), inactives show top-dose inhibition. 65,000 tested, 0.02% active;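 active = single-dose screening hits from any of four coupled enzyme assays that gave an IC50 when retested across doses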;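 also: the DPM-DC format reads NADH fluorescence rather than 340 nm absorbance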
HEK293 NFkB inh: inhibitors of PMA/ionomycin-induced NF-kB reporter, primary screen, antigen receptor NF-kB inhibitor project, cell-based, HEK-293 luciferase reporter, luminescence; HEK-293 NF-kB luciferase reporter; inhibition, % at 3 µM; 62,000 tested, 0.21% active; AID 465, 2006;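 active = inhibition above the mean of all tested compounds plus 3 SD, cut at about 40% in these data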;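 also: 0% = stimulated DMSO wells and 100% = 10 µM reference inhibitor 5653914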
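Material: HEK-293 cells with stable firefly luciferase reporter driven by four HIV NF-kB elements / Also added: PMA plus ionomycin mix as NF-kB-activating stimulus / Compound dosing: 3 µM once, 0.30% DMSO / Times: 1 h pretreatment, 16 h stimulation, 37 °C / Signal: luminescence / Evaluation: per-plate % inhibition versus controls / Benchmarks: DMSO and 10 µM reference inhibitor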
Ecoli tolC: growth inhibitors of E. coli tolC mutant, primary screen, strain BW25113 ΔtolC::kan, 384-well; OD615; growth inhibition, % at 10 µM (by protocol); 65,000 tested, 2.2% active; AID 573, 2007;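 active = growth inhibition at or above a cutoff equal to the mean over every tested compound plus 3 SD, cut at about 60% in these data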;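 also: growth measured after 20 h incubation at 37 °C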
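Doses: one dose of 10 µM final / Material: E. coli BW25113 ΔtolC::kan, tolC deletion mutant strain / Buffer or medium: LB with kanamycin 50 µg/mL / Evaluation: percent growth inhibition / Detection: optical density read at 615 nm / Incubation: 37 °C, 20 h exposure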
Autofluor 339: intrinsic fluorescence of library compounds, ex339/em460 – biochemical, MLSMR library, data from DPM-DC assay, artefact control, profiling panel; compound autofluorescence, ex339/em460 nm, NADH buffer; hits give high values; 1 = no-compound wells, NADH background; fluorescence fold increase at 10 µM; 65,000 tested, 5.5% active; AID 709, 2007;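 active = at 10 µM, mean starting fluorescence two-fold or more over control wells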;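 also: signal is the first read of a kinetic run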
The depositor's hits bear a star; . = not tested or not shown; [ ] = remark or other dose. A portion of the library; count on the stated rates, not on these rows.

SMILES | MMP-13 inhibitor | PKA inh | JNK3 blocker | ROCK2 inh | A340 absorber | NADH coupling | HEK293 NFkB inh | Ecoli tolC | Autofluor 339
O=C(CSc1ncccc1C(=O)O)NCc1ccc(F)cc1 | 0 | 3 | 2 | 0 | 1.1 | 5% | 8 | -16 | 1.1
O=C(CCCOc1ccccc1)N1CCN(c2ccccn2)CC1 | -16 | 6 | 6 | 11 | 0.98 | 4% | -8 | -5 | 1.1
COC(=O)c1cc(C(=O)OC)cc(S(=O)(=O)Nc2ccc(Cl)c(N)c2)c1 | -2 | 0 | -3 | 4 | 0.98 | 9% | 11 | . | 1.1
COc1ccc(OCC(O)Cn2c(=N)n(Cc3ccccc3)c3ccccc32)cc1 (stereo unspecified) | 4 | 9 | 8 | 5 | 1 | 10% | 22 | 66* | 1.2
NC(=O)CC1(CC(=O)O)CCCCC1 | -4 | 9 | 3 | 1 | 1 | 5% | -3 | . | 1.1
Cc1c(/C=N/n2cnnc2)c2ccccc2n1C | 3 | 1 | 2 | -1 | 1.2 | 6% | -11 | -2 | 1
CC1CCN(C(=O)CSc2nc3c(cnn3-c3ccccc3)c(=O)[nH]2)CC1 | 3 | -7 | 2 | 2 | 0.97 | 2% | -2 | 14 | 1
Cc1ccc(C(=O)C(C)OC(=O)C2CC(=O)N(C3CCCCC3)C2)cc1 (stereo unspecified) | -5 | 5 | 3 | 4 | 0.99 | 6% | 14 | 3 | 1.1
Cn1nnnc1SCC(=O)NC(=O)Cc1ccccc1 | 3 | -3 | -5 | 2 | 1 | 1% | 26 | -3 | 1.1
Cc1ccc2cc(C(c3nnnn3C3CCCC3)N3CCN(c4ccc(F)cc4)CC3)c(=O)[nH]c2c1 (stereo unspecified) | -2 | -3 | 1 | 8 | 1 | 3% | 13 | 8 | 1.1
O=C1CN(CC(=O)N2CCOCC2)c2ccccc2O1 | 4 | -3 | -3 | -2 | 1 | 6% | 3 | -20 | 1.1
Fc1cccc(Cl)c1CSc1nnnn1-c1ccc2c(c1)OCO2 | 12 | 7 | 1 | 0 | 0.99 | 10% | 1 | 43 | 1.1
O=C1c2ccccc2C(Nc2ccc(F)c(Cl)c2)N1Cc1ccco1 (stereo unspecified) | 5 | 5 | 6 | 1 | 0.98 | 2% | -2 | 37 | 1
Cc1nnc(SCc2cc(=O)[nH]c(Nc3nc(C)c4ccccc4n3)n2)s1 | -5 | 4 | 1 | 5 | 1 | 1% | 3 | 5 | 1
CCOC(=O)c1sc2ncnc(OC)c2c1C | -4 | 4 | 0 | 0 | 1 | 8% | 13 | -2 | 1.1
Nc1nonc1C(=O)NCCc1ccccc1 | 4 | 3 | 3 | -2 | 1 | 1% | -4 | -7 | 1.1
COc1ccc(-n2c(=O)cc(N3CCN(Cc4ccccc4)CC3)[nH]c2=O)cc1 | -2 | 1 | -1 | 4 | 0.98 | 3% | 3 | -12 | 1.1
N#Cc1ccccc1Cn1c(=O)n(CCC(=O)NCc2ccco2)c(=O)c2ccccc21 | -4 | 2 | 2 | 3 | 1 | 6% | 7 | -18 | 1.1
COc1ccc(OCc2nc(C#N)c(N3CCN(c4ccc(OC)cc4)CC3)o2)cc1 | 3 | -8 | 0 | 0 | 0.98 | 2% | 18 | 24 | 1
COc1ccc(OC)c(C2=NO[C@@H]3C(=O)N(c4cc(Cl)ccc4OC)C(=O)[C@H]23)c1 | -4 | 3 | -6 | 0 | 1.1 | 11% | 3 | -6 | 2*
COC(=O)Cn1ncn2cccc2c1=O | -1 | 10 | -1 | 5 | 0.98 | 8% | 3 | -26 | 1.1
CCOc1ccc(NC(=O)CN2CCN(CC(=O)c3ccc(OCC)cc3)CC2)cc1 | -10 | 0 | -1 | 3 | 1 | 10% | 7 | -1 | 1.1
CSc1nnc2c3c4c(sc3c(=O)n(-c3ccccc3)n12)CC(C)(C)OC4 | 4 | 5 | 2 | 3 | 1 | 3% | 22 | -11 | 1.1
CC(=O)c1cccc(NS(=O)(=O)c2c(C)n[nH]c2C)c1 | 4 | 9 | . | . | 1 | 7% | 1 | -27 | 1.1
CCOC(=O)c1c(C)n(C)c2ccc(OCC(O)CN3CCN(C)CC3)cc12 (stereo unspecified) | 6 | -4 | 4 | 6 | 1 | 7% | 1 | -2 | 0.86
O=C(CN(C1CCCCC1)S(=O)(=O)c1ccc(Cl)cc1)NCc1cccnc1 | -4 | 0 | -3 | 4 | 1.1 | 0% | 20 | 11 | 1.1
CCOC(=O)c1c(NC(=O)CCN2CCOCC2)sc2c1CC(C)(C)OC2 | 1 | 7 | 2 | 9 | 1 | 0% | . | 11 | 1.1
Cn1c(=O)c2c(nc(SCCCC#N)n2Cc2ccccc2F)n(C)c1=O | -12 | 0 | 0 | 0 | 0.97 | 2% | 12 | 2 | 1
O=C(c1cc2nc(-c3ccccc3)cc(C(F)(F)F)n2n1)N1CCCC1 | -1 | 1 | . | . | 1.1 | 2% | -3 | -4 | 1.2
COC(=O)C1CCN(C(=O)CN2C(=O)NC(CCc3ccccc3)C2=O)CC1 (stereo unspecified) | 0 | 2 | -1 | 1 | 0.99 | 3% | -2 | -13 | 0.99
CCCC(=O)c1cc2ccccc2oc1=O | -1 | -5 | -4 | -8 | 1.1 | 3% | 25 | -7 | 1.1
COc1ccccc1-c1c(C)oc2c(CN3CCN(C)CC3)c(O)ccc2c1=O | -206[fluorescence artefact?] | 11 | -8 | -1 | 1.1 | 10%[fluoresces] | . | -8 | 2.4*
O=S(=O)(Nc1ccc2nc(-c3ccc(Br)o3)[nH]c2c1)c1ccccc1 | 2 | 7 | -8 | 5 | 1.1 | 2% | -19 | 29 | 1.3
Cc1cccc(NC(=O)CSc2nnc(Cn3nnc(-c4ccccc4)n3)n2-c2ccccc2)c1 | -3 | 4 | 0 | 2 | 1 | 2% | 16 | 1 | 1.1
Cc1cccc(NC(=O)C2C(C(=O)O)C3C=CC2C32CC2)c1C (stereo unspecified) | -1 | 7 | -1 | 5 | 1 | 5% | 15 | -4 | 1.1
Cc1cc(C(N)=O)c2cc(Br)ccc2n1 | -1 | -6 | 0 | -2 | 1 | 3% | -15 | 12 | 1
COC(=O)c1sc(NC(=O)CSc2nnnn2-c2ccc(C)cc2C)nc1C | 4 | -2 | -6 | -2 | 0.99 | 4% | 9 | -16 | 1.1
CCOC(=O)CNC(=O)c1cn(CC(C)C)c(=O)c2cc(OC)c(OC)cc12 | -1 | 3 | . | . | 1.1 | 6% | 10 | 9 | 1.1
Cc1ccc(C(=O)c2coc3ccc(O)c(CN4CCN(C)CC4)c23)cc1 | 7 | 9 | 3 | 8 | 1 | 2% | 5 | 10 | 1
Cc1noc(C)c1CSc1nnc2ccc3ccccc3n12 | -2 | 10 | -1 | 5 | 1.1 | 11% | -5 | 4 | 1.2
CC(=O)N1CCN(C(C)=O)C1c1ccccc1 | 3 | 4 | 0 | 5 | 1.1 | 2% | 9 | -17 | 1.1
COc1ccccc1-c1cc(C(=O)NCc2ccc(Cl)cc2)no1 | -2 | 9 | 5 | 6 | 1 | 4% | 9 | -4 | 1.1
CCC(=O)NC1(C(F)(F)F)C(=O)NC(C)=C1C#N (stereo unspecified) | -4 | 3 | -3 | 4 | 0.97 | 4% | 15 | -18 | 1
CCC(=O)N1CCN(C(C)=O)C1c1ccccc1 (stereo unspecified) | 4 | 0 | -4 | -4 | 1 | 1% | 13 | -12 | 1.1
Cn1cccc1Cc1nnc(SCC(=O)Nc2nc3ccccc3s2)n1CCc1ccccc1 | 4 | 7 | 4 | 7 | 1.1 | 6% | 13 | 2 | 1.1
Cc1ccc(-c2nc3ccccc3n3nnnc23)cc1 | -1 | -2 | -15 | -4 | 1.1 | 8%[fluoresces] | -6 | 19 | 3.8*
CCn1c(=O)cc(OCC(=O)Nc2ccc3c(c2)OCCO3)c2ccccc21 | 0 | -6 | -5 | -2 | 0.99 | 5% | 6 | -1 | 1.1
Cc1nc2ccccc2c(=O)n1NC(=O)Nc1ccccc1 | 2 | 2 | -10 | 4 | 1 | 1% | 18 | 5 | 1.1
COC(=O)c1ccc(NC(=O)CSc2nnc(CNc3ccc(OC)cc3)n2C)cc1 | 4 | -4 | -6 | 0 | 1 | 4% | -2 | 4 | 1.1
CC(C)Cc1cc(C(=O)O)n[nH]1 | -8 | -2 | 2 | 9 | 1 | 16% | -2 | -25 | 2*
(list continues)
SMILES | MMP-13 inhibitor | PKA inh | JNK3 blocker | ROCK2 inh | A340 absorber | NADH coupling | HEK293 NFkB inh | Ecoli tolC | Autofluor 339
Cc1ccc(-c2cc(C(=O)NCc3ccccn3)no2)cc1 | -1 | 3 | -1 | 0 | 1.1 | 0% | -8 | -4 | 1
CC(C)Cn1c(SCC(=O)NC(=O)NC2CCCC2)nc2ccccc21 | -3 | 3 | -2 | 5 | 0.99 | 4% | 8 | 51 | 1.1
CCOc1ccc(NC(=O)C/C(N)=N/O)cc1 | 4 | 12 | 0 | 6 | 1 | 2% | 10 | -15 | 1.2
O=C(c1ccccc1)c1ccncc1 | -8 | 5 | 6 | 2 | 0.99 | 12% | 4 | -20 | 1.1
O=C(NCCS(=O)CCNC(=O)C(F)(F)F)C(F)(F)F | -4 | 2 | -2 | 7 | 1 | 5% | 4 | -27 | 1.1
O=C1OC(N2CCN(C/C=C/c3ccccc3)CC2)c2ccccc21 (stereo unspecified) | -6 | 4 | -1 | 8 | 1 | 3% | . | 16 | 1.1
CC(C)(C)OC(=O)N1CCCC1C(=O)NC(Cc1ccccc1)C(=O)O (stereo unspecified) | -1 | 9 | 0 | 8 | 0.99 | 2% | 6 | -21 | 1.1
COCCSc1nc2c(c(=O)[nH]c(=O)n2C)n1CCC(C)C | -3 | 9 | -2 | -2 | 1.1 | 3% | 8 | -1 | 1.1
COc1ccccc1N(CC(=O)N1CCCCC1)S(=O)(=O)c1ccccc1 | 2 | 6 | 2 | 6 | 1 | 5% | 7 | 8 | 0.98
C#CCn1c(=NC(=O)CSCC(=O)N2CCOCC2)sc2ccccc21 | 1 | 0 | . | . | 1.1 | 0% | 20 | 4 | 1.1
CC1(C)NC(=O)N(CCCCOc2ccc3c(c2)CCC3)C1=O | 1 | 10 | -1 | 8 | 1 | 10% | 9 | 12 | 1.1
Cn1c(NC(=O)CCc2ccccc2)cc(=O)n(C)c1=O | 6 | -5 | 4 | -6 | 1.1 | 0% | -22 | 2 | 1.1

Compound activity as filed in PubChem.
